From PubChem
Jurkat NFkB inh: inhibitors of the PMA/ionomycin-induced NF-kB reporter in Jurkat cells | PMA/ionomycin-induced NF-kB luciferase reporter, luminescence | inhibition, % at 4 µM | 0.53% of 330,000 active; in the data active = inhibition above about 50%
Gli-Sufu block: blocks Gli-Sufu signaling in a luciferase reporter; inhibition, % at 5 µM; 0.74% of 340,000 active; Sufu-KO-LIGHT fibroblasts, Gli luciferase reporter luminescence; AID 588413;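 active = inhibition above about 55%, limit read from the data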;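 also: 0% = DMSO-treated cells and 100% = wells with medium but no cells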
CCR6 antag: CCR6 (human) receptor antagonism; P51684; CHO-K1 CCR6 PathHunter beta-arrestin, luminescence, CCL20-stimulated; inhibition, % at 20 µM; 0.49% of 340,000 active;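 active = compounds whose inhibition of the agonist-driven luminescence signal at 20 µM reaches about 50%, limit read from the data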;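 also: cells stimulated with CCL20 at 14 nM final; plate controls were DMSO with CCL20 for no effect and DMSO without agonist for full effect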
UPR XBP1 act: adaptive UPR (XBP1) activation. 0.33% of 330,000 active. CHO-XBP1 luciferase reporter, IRE1-XBP1 UPR activation, luminescence; percent of tunicamycin response, DMSO as zero. AID 463104. activation, % at 20 µM;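 active = versus positive control, 20 µM dose yields 30% or more activation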;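 also: 100% = tunicamycin at 10 µg/mL and 0% = DMSO only wells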
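Signal: luciferase luminescence; Assay system: CHO-XBP1 luciferase reporter cells; Amount: one thousand reporter cells per well; Dosing: 20 µM single concentration, DMSO 1%; Benchmarks: high control tunicamycin 10 µg/mL final, low control DMSO vehicle only; Schedule: 6 h compound exposure at 37 °C, 5% CO2; Evaluation: percent activation relative to tunicamycin reference.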
EBI2 block: blocks human EBI2 receptor beta-arrestin signaling; EBI2 beta-arrestin recruitment, luminescence, 7a,25-OHC stimulated; inhibition, % at 5 µM; 0.81% of 360,000 active; AID 651636; in the data active = inhibition above about 38%;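 also: enzyme fragment complementation signal reports receptor beta-arrestin coupling in cells; 0% = agonist plus DMSO wells and 100% = wells without agonist; some results beyond the cut were filed as inactive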
CXCR6 inh: blocks human CXCR6 beta-arrestin recruitment; 0.36% of 360,000 active; AID 602244; CHO-K1 PathHunter CXCR6 beta-arrestin, luminescence; O00574; inhibition, % at 20 µM; in the data active = inhibition above about 34%, passing the limit was not always enough;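 also: antagonist mode with CXCL16 agonist at 10 nM final; 0% = 10 nM CXCL16 with DMSO and 100% = unstimulated wells without agonist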
697 NFkB inh: lowers PMA/ionomycin-induced NF-kB signal in 697 B cells. inhibition, % at 4 µM. 0.33% of 330,000 active. 697 B-cell NF-kB luciferase reporter, 16 h; in the data active = inhibition above about 35%
Mdm2 MdmX PPI: disrupts the human Mdm2-MdmX interaction; O15151+Q00987; inhibition, % at 8 µM; SaOS-2 split-luciferase Mdm2/MdmX complementation, luminescence; 3% of 330,000 active;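 active = inhibition of at least 50% at 8 µM in the primary screen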
Target sequence (O15151 whole entry, looked up): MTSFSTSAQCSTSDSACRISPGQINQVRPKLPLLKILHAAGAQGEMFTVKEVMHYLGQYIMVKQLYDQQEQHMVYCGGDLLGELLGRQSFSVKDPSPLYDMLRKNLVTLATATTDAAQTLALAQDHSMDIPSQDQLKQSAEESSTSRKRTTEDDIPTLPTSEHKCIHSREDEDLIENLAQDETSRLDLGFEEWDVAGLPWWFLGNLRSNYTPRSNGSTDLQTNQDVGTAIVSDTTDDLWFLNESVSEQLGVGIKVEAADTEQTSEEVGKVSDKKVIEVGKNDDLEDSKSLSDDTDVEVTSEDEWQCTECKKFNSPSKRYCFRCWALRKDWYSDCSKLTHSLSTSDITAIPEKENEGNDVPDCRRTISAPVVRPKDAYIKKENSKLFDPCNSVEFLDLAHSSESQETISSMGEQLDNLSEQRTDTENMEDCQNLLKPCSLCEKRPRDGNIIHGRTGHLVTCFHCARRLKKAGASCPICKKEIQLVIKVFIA
Target sequence (Q00987 whole entry, looked up): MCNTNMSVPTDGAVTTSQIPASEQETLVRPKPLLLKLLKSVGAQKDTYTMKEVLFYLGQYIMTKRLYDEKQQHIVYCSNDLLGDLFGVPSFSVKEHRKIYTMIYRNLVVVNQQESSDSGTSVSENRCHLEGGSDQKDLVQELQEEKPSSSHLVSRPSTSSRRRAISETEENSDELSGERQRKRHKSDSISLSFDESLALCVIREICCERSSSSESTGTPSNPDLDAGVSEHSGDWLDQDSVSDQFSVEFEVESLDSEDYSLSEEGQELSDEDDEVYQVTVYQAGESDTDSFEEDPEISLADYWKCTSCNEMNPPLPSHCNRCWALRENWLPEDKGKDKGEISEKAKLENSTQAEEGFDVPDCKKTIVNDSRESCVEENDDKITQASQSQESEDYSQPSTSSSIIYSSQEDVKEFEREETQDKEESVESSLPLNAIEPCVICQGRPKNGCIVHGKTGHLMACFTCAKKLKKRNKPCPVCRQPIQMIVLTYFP
CHOP UPR activ: apoptotic UPR (CHOP) activation; CHO-CHOP luciferase reporter, luminescence; percent of tunicamycin response over DMSO baseline; activation, % at 10 µM; AID 449763; 0.34% of 330,000 active;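 active = at 10 µM dose, activation of 40% or more, normalized to positive control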;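 also: 100% = tunicamycin at 10 µg/mL and 0% = DMSO alone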
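Material: CHO-CHOP cells, stable luciferase reporter of PERK-eIF2a-CHOP signalling; quantity: 500 reporter cells seeded per well; buffer or medium: F12 medium containing 10% fetal bovine serum; compound: one dose, 10 µM in 0.5% DMSO; incubation: 6 h compound treatment, 37 °C; measured by: Steady-Glo luciferase luminescence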
* hit, by the source's call; · = no result given.

Fields: Jurkat NFkB inh	Gli-Sufu block	CCR6 antag	UPR XBP1 act	EBI2 block	CXCR6 inh	697 NFkB inh	Mdm2 MdmX PPI	CHOP UPR activ
- COc1ccc2[nH]cc(CCNC(=O)Cn3cc(C)c(=O)[nH]c3=O)c2c1
    ·	1	10	·	-11	-2	·	·	·
- COc1ccc(N2CCN(CCNC(=O)Nc3cc(Cl)ccc3Cl)CC2)cc1
    -19	20	13	-7	5	4	11	14	0.1
- CCN(CC(=O)Nc1c(F)cccc1F)C(=O)CNC(=O)c1cccs1
    3	6	4	-2	-13	-4	3	-9	-0.5
- COc1ccc(NC(=O)Cn2c(=O)n(CC3CCCO3)c(=O)c3cc(OC)c(OC)cc32)c(OC)c1 (stereo unspecified)
    2	-1	-3	-5	-6	4	8	11	-2.1
- CCCCSc1nnc2nc(C)cc(C)n12
    -10	-13	5	4	8	7	0	-30	-0.7
- COc1ccc(NC(=O)CN(C)S(=O)(=O)c2ccc(Br)s2)cc1OC
    17	-11	12	0	-1	-7	-3	14	1.9
- O=C1C(Cc2ccccc2)Nc2ncnc(N3CCN(c4ccccc4)CC3)c2N1Cc1ccc(Cl)cc1 (stereo unspecified)
    16	4	78*	5	65*	68*	-10	42	-0.1
- CC(=O)Nc1ccc(NC(=O)Cn2cnc3c(cnn3C(C)(C)C)c2=O)cc1
    -3	-8	-7	2	·	·	8	10	-2.0
- COc1cc(/C=C(\C#N)c2nc3ccccc3[nH]2)ccc1Oc1ccc([N+](=O)[O-])cn1
    10	-16	-9	10	12	8	4	17	7.6
- O=C1c2ccccc2N2C(=O)c3ccccc3C2N1Cc1ccco1 (stereo unspecified)
    0	6	2	-1	4	7	-10	1	-0.1
- O=C(CSc1nc(-c2ccco2)cc(C(F)(F)F)n1)NCCCN1CCOCC1
    -8	1	3	-3	6	0	2	6	2.4
- O=C(NCc1nc2ccccc2[nH]1)C1=C[C@@H](c2csc3ccccc23)C[C@@H](OCCCCO)O1
    2	8	3	0	-1	0	-9	10	0.4
- CC1=C(C(=O)NCc2ccccc2)C(c2ccccc2OCC(N)=O)NC(=O)N1 (stereo unspecified)
    11	1	9	0	-2	-5	21	17	1.0
- Clc1nc(Nc2ccc(N3CCOCC3)cc2)c2ccccc2n1
    4	1	0	2	1	2	6	18	0.0
- O=C(Nc1ccc(F)cc1)OCCOc1ccc(Br)cc1
    -10	-10	7	-2	1	-2	-18	-30	2.0
- COCC(=O)OCC(=O)c1cc(C)n(-c2ccc(Br)cc2)c1C
    10	2	-2	-1	-2	0	-13	7	2.3
- Cc1ccc(NC(=O)CN2CCN(c3ccccn3)CC2)cc1S(=O)(=O)N(C)C
    8	36	12	-3	-9	1	9	12	-0.1
- CSc1sc(-c2n[nH]c(=S)n2C)c2c1C=CCC2
    0	0	-6	1	-12	-2	16	-7	1.5
- CC(=O)Nc1ccc(CN2CCC(CO)(CCOc3ccccc3)CC2)cc1
    2	26	9	-1	-2	-5	2	-1	3.8
- CC(NC(=O)C12CC3CC(CC(O)(C3)C1)C2)c1ccccc1 (stereo unspecified)
    -1	-18	19	4	2	-4	6	4	-1.0
- COc1c(Cl)cc(Cl)cc1CNc1ccc(S(N)(=O)=O)cc1
    -11	2	9	0	5	-11	-21	-3	3.2
- CCCCc1c(O)nc(SCC(=O)NC(C)(C)C)n(-c2ccccc2C)c1=O
    4	-21	6	-2	-6	3	18	17	1.1
- Cc1ccc(NC(=O)c2sccc2C)nc1
    -117	-84	-6	-2	-6	9	-142	-76	1.5
- CCOC(=O)c1ccc2ncc(C(=O)OCC)c(NCCN3CCOCC3)c2c1
    2	14	8	-3	36	-15	-14	17	0.1
- O=C(Cc1ccccc1)NCC(=O)OCc1ccccc1F
    -12	-6	-7	-1	-1	-4	-4	-10	-0.3
- COc1ccccc1N(C)C(=O)c1cc(S(=O)(=O)N2CCCC2)cn1C
    0	20	7	0	11	0	2	-20	2.3
- CCOc1ccc(NC(=O)c2ccc(N3CC4CC(C3)c3cccc(=O)n3C4)c(N)c2)cc1 (stereo unspecified)
    3	9	-5	-1	-10	-2	15	11	0.1
- C[C@H](NC(=O)[C@@H]1Cc2ccccc2CN1)C(=O)NC1CCCCC1
    3	-15	6	-3	9	1	2	14	0.6
- CC(=O)c1sc(NC(=O)c2cc3c(C)nn(-c4ccccc4)c3s2)nc1C
    2	4	7	-2	-10	2	7	11	-1.2
- CCOC(=O)c1c(NC(=O)C2c3ccccc3Oc3ccccc32)sc(C(=O)N(CC)CC)c1C
    -8	4	5	4	12	7	-18	29	7.6
- COc1ccc(NC(=S)N(Cc2cccnc2)Cc2cc3cc(OC)c(OC)cc3[nH]c2=O)cc1
    0	22	0	-1	6	4	12	14	1.3
- O=C(Nc1cccc(S(=O)(=O)NCc2ccco2)c1)c1cc(-c2ccc(F)cc2)nc2ccccc12
    -14	-7	15	-1	10	8	18	69*	9.1
- CCCCN1CC[C@@H]2C=CC[C@H](C(=O)OC)[C@@H]2C1=O
    ·	-2	11	1	-5	-5	12	27	0.6
- COc1ccc(S(=O)(=O)Nc2cc3c4c(c2)CC(=O)N4CCC3)cc1C
    17	-1	2	1	-12	1	-11	10	1.5
- O=C(Nc1ccccc1C(=O)N1CCOCC1)c1cccc(S(=O)(=O)N2CCCC2)c1
    ·	-10	0	·	-11	2	·	·	·
- N#CC1(NC(=O)CSc2nnc(C3CC3)n2C2CC2)CCCCC1
    2	-8	1	-2	-1	-1	8	20	0.0
- O=C(NCCn1ccc2ccccc21)C1CCCCC1
    -10	3	0	0	2	0	-10	11	-2.1
- CN(C)/C=C(\C=N\OCc1ccc(Cl)cc1Cl)C(=O)Nc1ccc(Cl)c(Cl)c1
    -6	·	·	4	8	8	-2	5	-2.6
- CCOc1ccc(CCNC(=O)CSc2cc(=O)n(CC)c3ccccc23)cc1OCC
    3	-8	12	0	-2	-6	4	23	1.2
- CCOc1cc(/C=N/NC(=O)C(=O)NCc2cccnc2)ccc1O
    8	0	5	5	-19	-3	15	-5	-1.4
- Nc1c(C(=O)NCc2ccccc2)sc2nc(N3CCOCC3)c3c(c12)CCCC3
    -5	8	-3	0	18	7	-30	17	1.2
- COc1ccccc1Cn1c(=S)[nH]c2ccccc2c1=O
    1	-7	3	-5	-9	0	3	15	-0.3
- Cc1cc(C)nc(N2CCC(C(=O)NCc3ccccc3)CC2)n1
    6	3	-4	-1	4	13	2	18	1.3
- Cc1ccc(CNC(=O)C(=O)NCC(c2ccco2)N2CCOCC2)cc1 (stereo unspecified)
    16	-2	12	-1	-1	-2	7	4	2.3
- CC(C)C(=O)Nc1ccc([N+](=O)[O-])cc1Br
    10	-3	11	-1	-12	1	21	5	1.3
- CCN1CCSc2ccc(C(=O)Nc3ccc(NC(C)=O)cc3)cc21
    4	22	14	0	-1	-4	-1	23	2.2
- O=C(c1cccs1)c1ccc(-c2cccs2)s1
    -191	0	2	-7	-47	4	-381	-177	-6.5
- O=C(N/N=C/c1cc([N+](=O)[O-])ccc1O)c1cc(-c2ccccc2)nc2ccccc12
    -5	25	32	1	32	2	-106	43	4.2
- O=C(c1ccco1)N1CCCC(c2nc3c(nnn3Cc3cccc(Cl)c3)c(=O)[nH]2)C1 (stereo unspecified)
    -1	-12	16	2	7	-3	4	17	0.7
- O=C(CCCN1C(=O)/C(=C\c2ccccc2)SC1=S)N1CCOCC1
    -15	4	8	-4	11	4	-17	51*	-0.7
- COc1ccc(/C=N/NC(=O)c2ccc(CN3c4cccc5cccc(c45)S3(=O)=O)cc2)cc1
    12	-4	15	-1	4	0	5	10	2.3
- CS(=O)(=O)Nc1cccc(C2=NN(C(=O)c3ccc(F)cc3)C(c3cccs3)C2)c1 (stereo unspecified)
    7	-4	7	-6	-26	1	18	24	1.0
- CN(C)CC1CCCCC1OC(=O)c1ccc(Br)cc1 (stereo unspecified)
    3	-20	7	-1	2	3	7	16	-0.2
- CC(=O)N1CCc2c(sc(NC(=O)Cc3ccc(C)cc3C)c2C#N)C1
    -6	32	12	-2	9	4	-13	10	-1.3
- c1ccc(-c2cc(-c3nc4ccccc4[nH]3)c3ccccc3n2)cc1
    -6	2	-7	16	2	7	13	41	1.1
- Cc1ccc(NC(=O)CCSc2nnc(C)o2)cc1
    -6	-14	1	1	0	-5	-15	-17	0.0
- Cc1ccccc1NC(=O)Cn1cnc2c(oc3nc4c(cc32)COC(C)(C)C4)c1=O
    13	-4	0	-1	-9	9	-11	21	-2.1
- S=C(NC1CCCC1)NC1CCCC1
    8	7	8	0	-1	2	13	12	0.9
- CC(C)c1nnc(NC(=O)COC(=O)/C=C/c2ccc([N+](=O)[O-])cc2)s1
    -1	-2	-26	-3	-22	-7	-3	-2	1.5
- O=C(COC(=O)c1cc(Cl)ccc1O)Nc1ccc2c(c1)OCCO2
    3	-3	1	0	-11	-3	18	21	-0.1

Only EBI2 block and CHOP UPR activ (3 entries from above):
SMILES,EBI2 block,CHOP UPR activ
COc1ccc(N2CCN(CCNC(=O)Nc3cc(Cl)ccc3Cl)CC2)cc1,5,0.1
CCN(CC(=O)Nc1c(F)cccc1F)C(=O)CNC(=O)c1cccs1,-13,-0.5
COc1ccc(NC(=O)Cn2c(=O)n(CC3CCCO3)c(=O)c3cc(OC)c(OC)cc32)c(OC)c1 (stereo unspecified),-6,-2.1

Next records
Fields: Jurkat NFkB inh	Gli-Sufu block	CCR6 antag	UPR XBP1 act	EBI2 block	CXCR6 inh	697 NFkB inh	Mdm2 MdmX PPI	CHOP UPR activ
- CC(CCn1cccn1)NC(=O)CCc1nnc(CCc2ccccc2)o1 (stereo unspecified)
    -7	1	0	-2	12	14	3	1	-1.5
- CCCN(CC(=O)Nc1ccccc1OC)C(C)C(=O)NC(C)CCc1ccccc1 (stereo unspecified)
    -5	-1	-2	0	8	8	2	-1	0.9
- O=C1CSCc2nc3ccccc3n21
    ·	-10	8	·	-9	-1	·	·	·
- Cc1cccc(NS(=O)(=O)c2ccc(C3CCCCC3)cc2)c1
    5	25	14	3	0	3	-40	33	-0.9
- O=C(OCCN1CCCCC1)c1cccc(F)c1
    5	-38	15	-6	6	5	15	8	2.8
- CC(CNC(=O)C(C)C)NC(=O)C(C)C (stereo unspecified)
    12	3	-4	-1	-7	3	17	14	0.1
- COc1ccccc1NC(=O)NNC(=O)c1cc2ccccc2cc1O
    10	3	13	-1	-7	-6	6	10	2.1
- CCOC(=O)CCc1c(C)c2ccc(OCc3cc([N+](=O)[O-])ccc3OC)c(C)c2oc1=O
    7	·	·	6	·	·	12	8	0.8
- N#Cc1cccc(NC(=O)CCn2ccnc2)c1
    -2	-2	-12	-1	-2	-9	14	4	-3.3
- CCOC(=O)c1oc2cc(O)ccc2c(=O)c1-c1csc(C)n1
    5	7	-20	-2	-2	-4	17	11	-0.4
- Cn1ccnc1SCC(=O)c1ccc([N+](=O)[O-])cc1
    5	-1	-11	-3	2	2	0	2	1.6
- CCOC(=O)c1cc(NCc2cccs2)ccc1N1CCOCC1
    -2	1	-4	-2	-4	-5	9	-7	0.8
- CCOc1ccc(NC(=O)C2C(C(=O)O)C3(Cl)C(Cl)=C(Cl)C2(Cl)C3(Cl)Cl)cc1 (stereo unspecified)
    2	-3	7	-3	-1	-5	11	3	-1.1
